From PubChem
Anthrax LF prot: anthrax lethal factor protease inhibition | inhibition, % at 10 µM | hit rate 0.12% among 360,000 | multiplex microsphere protease cleavage assay, LF | AID 588501 | P15917; further: plate controls were buffer without enzyme for full effect and enzyme alone for no effect
Target sequence (P15917 whole entry, looked up): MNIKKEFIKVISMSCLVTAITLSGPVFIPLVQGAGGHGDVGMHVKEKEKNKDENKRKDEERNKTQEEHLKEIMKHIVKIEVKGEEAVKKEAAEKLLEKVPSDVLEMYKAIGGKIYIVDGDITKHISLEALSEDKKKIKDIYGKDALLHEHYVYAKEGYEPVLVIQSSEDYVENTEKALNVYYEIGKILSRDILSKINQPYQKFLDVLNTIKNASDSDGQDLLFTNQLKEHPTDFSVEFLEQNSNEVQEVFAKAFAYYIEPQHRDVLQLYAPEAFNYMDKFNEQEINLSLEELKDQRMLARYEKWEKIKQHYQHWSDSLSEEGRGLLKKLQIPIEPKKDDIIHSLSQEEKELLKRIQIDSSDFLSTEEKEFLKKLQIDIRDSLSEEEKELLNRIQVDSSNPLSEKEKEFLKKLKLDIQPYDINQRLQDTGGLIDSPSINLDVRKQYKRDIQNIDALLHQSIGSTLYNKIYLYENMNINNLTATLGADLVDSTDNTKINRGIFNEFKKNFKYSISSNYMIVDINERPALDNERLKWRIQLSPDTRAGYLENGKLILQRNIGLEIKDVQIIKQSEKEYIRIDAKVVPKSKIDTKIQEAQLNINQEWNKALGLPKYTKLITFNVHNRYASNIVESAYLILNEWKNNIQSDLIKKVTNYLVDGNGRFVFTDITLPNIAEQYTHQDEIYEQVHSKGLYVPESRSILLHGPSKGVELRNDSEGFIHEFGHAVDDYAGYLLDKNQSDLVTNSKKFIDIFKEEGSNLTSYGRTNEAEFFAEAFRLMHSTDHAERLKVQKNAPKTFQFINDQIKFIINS
3CLpro inhibitor: SARS-CoV 3CLpro protease inhibition; P0C6X7; recombinant SARS-CoV 3CLpro, quenched FRET peptide cleavage; inhibition, % at 6 µM; hit rate 0.14% among 290,000; in the data active means inhibition above about 12%
VHR inh abs: blocks human VHR1 dual specificity phosphatase. P51452. recombinant VHR phosphatase, pNPP absorbance. inhibition, % at 13.3 µM. hit rate 0.52% among 290,000; in the data active means inhibition above about 50%; further: some compounds called inactive have numbers as strong as hits
Target sequence (P51452 whole entry, looked up): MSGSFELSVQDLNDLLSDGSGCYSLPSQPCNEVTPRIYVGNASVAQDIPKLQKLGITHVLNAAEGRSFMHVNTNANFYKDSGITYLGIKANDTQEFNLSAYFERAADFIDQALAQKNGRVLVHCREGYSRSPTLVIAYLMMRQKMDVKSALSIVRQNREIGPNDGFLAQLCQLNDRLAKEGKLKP
BoNT A protease: inhibitors of Botulinum neurotoxin A light chain protease; multiplex microsphere protease substrate cleavage, flow cytometry; inhibition, % at 10 µM; hit rate 0.17% among 360,000; further: plate controls were buffer without enzyme for full effect and enzyme alone for no effect
TcdB inh: blocks C. difficile toxin B glycohydrolase activity | P18177 | TcdB glycohydrolase enzymatic assay, plate reader | inhibition, % at 9.99 µM | hit rate 0.24% among 350,000 | AID 652162; in the data active means inhibition above about 10%
Vc quorum ag: inducers of Vibrio cholerae quorum light production without autoinducers | V. cholerae BH1578 lux reporter, luminescence, 6 h | activation, % at 18.7 µM | hit rate 0.16% among 350,000 | AID 588436; in the data active means activation mostly above about 9.7%, no sharp cut-off; inconclusive means no clear call, values can overlap the other calls; inactive means mostly below about 3.7%; further: not every result past the cut was called active; inactives centre near 0; reference of the scale not given here
SSB-PriA inh: inhibitors of Klebsiella pneumoniae PriA binding to SSB C-terminal tail; AlphaScreen SSBct-PriA binding, biotinylated peptide; hit rate 0.6% among 430,000; inhibition, % at 33 µM; in the data active means inhibition mostly above about 37%, no sharp cut-off; inactive means mostly below about 20%;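 further: plate controls were negative control peptide for no effect and reference peptide for full effect; strong numbers were not always called active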
Yp Topo-I inh: Y. pestis Topo-I inhibition via cleavage products; Y. pestis Topo-I cleavage product accumulation, plate reader; activity, % at 10 µM; hit rate 0.064% among 360,000; in the data active means activity above about 50%, passing the limit was not always enough; inconclusive means no clear call, values can overlap the other calls; further: inactives centre near 2
CCHF vOTU inh: blocks the CCHF virus ovarian tumor domain protease. CCHFV vOTU protease, Pep-AMC fluorescence. inhibition, % at 11.5 µM. hit rate 0.55% among 370,000. AID 651958; in the data active means inhibition above about 30%; further: 0% = vehicle wells with enzyme and 100% = no enzyme wells
PfHsp40 yeast: restores yeast growth despite PfHsp40 toxicity | S. cerevisiae expressing PfHsp40, growth rescue, ATP luminescence | AID 504582 | growth rescue, % at 12.5 µM | hit rate 0.68% among 340,000; in the data active means growth rescue above about 28%, passing the limit was not always enough; inconclusive means no clear call, values can overlap the other calls;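 further: yeast W303a lacking pdr1 and pdr3 grown in galactose medium; growth measured after three days at 30 °C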
* = called active by the depositor; i = inactive; ? = inconclusive; nt = not tested or not shown; & = joins results of further samples. Unless noted, no stated cut-off is given here; in the data, active means inhibition above about 30%; inconclusive means no clear call, values can overlap the other calls; inactive means below that. This is a subset; count on the stated rates, not on these rows.

smiles,Yp Topo-I inh,3CLpro inhibitor,Vc quorum ag,TcdB inh,BoNT A protease,PfHsp40 yeast,Anthrax LF prot,VHR inh abs,CCHF vOTU inh,SSB-PriA inh
O=C(CSc1ncnc2ccccc12)Nc1cc(S(=O)(=O)N2CCCCC2)ccc1Cl,16,1,i,nt,0.9,0.5,2,5,-15,-2
CC1CCCN(S(=O)(=O)c2ccc(C(=O)Nc3nnc(-c4ccco4)o3)cc2)C1 (stereo not drawn),3,-3,0.5,1.6,-0.3,-0.2,10,4,5,15
COc1nc(-c2ccc(Cl)cc2)ccc1-c1noc(-c2ccco2)n1,-8,0,i,nt,0.2,1.8,3,31,2,-5
CCOC(=O)c1nn(-c2ccc(C)c(Cl)c2)c(=O)c(C#N)c1C,-17,-1,i,0.4,-6.1,-0.3,-4,-4,-8,0
CCOc1ccccc1-n1c(SCC(=O)N2CCCC2)nnc1-c1ccc(O)cc1,5,-5,i,nt,-0.9,-0.1,0,39,-3,-3
Cc1ccc2[nH]c3c(c2c1)CN(C(=O)CN1CCN(Cc2ccc4c(c2)OCO4)CC1)CC3,3,6,i,nt,-1.3,-1.1,-9,8,5,27
CCCN(CC1CC1)C(=O)COC(=O)c1ccc(C)cc1O,13,nt,3.3,7.5,-0.3,-2.1,-3,nt,14,-10
N#CCSc1nc2cc(C(=O)N3CCC(C(N)=O)CC3)ccc2c2nc3ccccc3n12,-8,-1,i,nt,2.4,2.0,0,15,nt,-6
CC(C)(C)NC(=O)COc1ccc(CNCc2cccnc2)cc1,-6,-1,-0.1,0.3,-0.2,0.6,-1,39,4,-5
COc1cc2[nH]c(=O)n(Cc3ccc(C(=O)NC4CCCC4)cc3)c(=O)c2cc1OC,4,-5,i,nt,-0.3,-2.1,0,20,-8,-17
NC(=O)C(c1cccc(Cl)c1)c1ncc(C(F)(F)F)cc1Cl (stereo not drawn),5,0,-0.4,nt,-0.7,-0.1,-10,29,-6,-12
O=C(Cc1ccccc1)Nc1ccc(NC(=O)c2cccc(Cl)c2)cc1,0,-2,i,nt,0.2,-0.4,0,-3,9,-4
CCOc1ccccc1N1CCN(C(=O)CC(C)(C)C)CC1,9,0,i,0.7,-0.4,-0.5,-6,13,-4,-4
C[C@@H]1CN([C@H](C)CO)C(=O)c2cc(NC(=O)Cc3cn(C)c4ccccc34)ccc2O[C@H]1CN(C)S(=O)(=O)c1ccc(F)cc1,10,nt,i,0.5&-0.5,0.9,1.7,-4,nt,18,1
COc1ccc(-c2oc(=O)c3cc(OC)c(OC)cc3c2-c2cc(F)cc(OC)c2)cc1,-6,nt,-3.4,0.8,-0.1,-0.4,1,nt,-2,-2

The list goes on.
smiles,Yp Topo-I inh,3CLpro inhibitor,Vc quorum ag,TcdB inh,BoNT A protease,PfHsp40 yeast,Anthrax LF prot,VHR inh abs,CCHF vOTU inh,SSB-PriA inh
CC(C)[C@H](NC(=O)c1ccccc1)C(=O)OCC(=O)NCc1ccc(F)cc1,7,-2,-0.9,-0.1,-0.3,-0.6,-5,13,13,-9
CCCOc1cccc(C2C(C(=O)c3cccs3)=C(O)C(=O)N2Cc2cccnc2)c1 (stereo not drawn),5,6,-0.6,0.1,1.8,-0.8,9,-5,-5,-2
CCn1nnnc1SCC(=O)N1CCN(c2ccccc2)CC1,-9,1,-0.6,0.6,nt,-1.7,nt,-8,-9,-3
C(=C\c1nc2ccccc2[nH]1)/c1ccccc1,3,4,i,nt,-0.5,0.6,-11,17,-48,-13
Cc1ccccc1NC(=O)C12CC3CCC1(C)C3(C)CO2 (stereo not drawn),2,0,-0.3,1.7,-1.3,-1.1,0,15,5,-18
Cc1c(C(=O)N2CCCCC2)oc2ccc(S(=O)(=O)N3CC(C)CC(C)C3)cc12 (stereo not drawn),33,0,-0.6,nt,-0.4,0.1,1,3,nt,-1
O=C1[C@@H]2C(c3ccc(F)cc3)=NO[C@@H]2C(=O)N1Cc1ccccc1,3,2,-0.9,1.7,0.4,nt,-4,16,-14,-4
CC1CCN(C(=O)CSc2nc3ccccc3c(=O)n2Cc2ccc3c(c2)OCO3)CC1,12,4,2.2,nt,1.8,-0.8,-2,-11,7,-11
CCCCC(=O)Nc1nnc(S(=O)(=O)N(CC)c2ccc(OC)cc2)s1,-4,-1,i,0.5,1.1,0.2,-9,23,19,3
Cc1ccc(NC(=O)Cc2ccc(Cl)c(Cl)c2)cc1S(=O)(=O)N(C)C,4,-3,-0.7,nt,-0.1,-1.0,0,-7,30*,-28
O=C(Cn1c2c(c(-c3ccccc3Cl)cc1=O)CCC2)N1CCC2(CC1)OCCO2,6,6,nt,nt,0.0,0.3,3,-6,-1,-2
Cc1ccc(S(=O)(=O)CCC(=O)c2ccc(O)cc2O)cc1,1,3,-0.3,nt,0.6,0.4,4,17,18,-3
CCOc1c(CNCCNC(=O)c2nonc2N)cccc1OC,2,1,-0.4,0.3,-0.1,-2.4,-4,37,-3,6
COc1ccc(S(=O)(=O)Cc2ccc(C(=O)N3CCC(C(N)=O)CC3)o2)cc1,-7,2,-0.1,1.5,-0.3,-1.8,-6,17,2,-3
COC(=O)c1cc(OC)c(OC)cc1NC(=O)c1ccco1,7,-4,i,nt,0.6,0.6,0,34,2,-11

Entries of single compounds from above. Values in the order: Yp Topo-I inh, 3CLpro inhibitor, Vc quorum ag, TcdB inh, BoNT A protease, PfHsp40 yeast, Anthrax LF prot, VHR inh abs, CCHF vOTU inh, SSB-PriA inh
CCn1nnnc1SCC(=O)N1CCN(c2ccccc2)CC1 reads -9, 1, -0.6, 0.6, nt, -1.7, nt, -8, -9, -3
CCCOc1cccc(C2C(C(=O)c3cccs3)=C(O)C(=O)N2Cc2cccnc2)c1 (stereo not drawn) reads 5, 6, -0.6, 0.1, 1.8, -0.8, 9, -5, -5, -2

The main list resumes with the five entries that preceded the break.
smiles,Yp Topo-I inh,3CLpro inhibitor,Vc quorum ag,TcdB inh,BoNT A protease,PfHsp40 yeast,Anthrax LF prot,VHR inh abs,CCHF vOTU inh,SSB-PriA inh
O=C(Cn1c2c(c(-c3ccccc3Cl)cc1=O)CCC2)N1CCC2(CC1)OCCO2,6,6,nt,nt,0.0,0.3,3,-6,-1,-2
Cc1ccc(S(=O)(=O)CCC(=O)c2ccc(O)cc2O)cc1,1,3,-0.3,nt,0.6,0.4,4,17,18,-3
CCOc1c(CNCCNC(=O)c2nonc2N)cccc1OC,2,1,-0.4,0.3,-0.1,-2.4,-4,37,-3,6
COc1ccc(S(=O)(=O)Cc2ccc(C(=O)N3CCC(C(N)=O)CC3)o2)cc1,-7,2,-0.1,1.5,-0.3,-1.8,-6,17,2,-3
COC(=O)c1cc(OC)c(OC)cc1NC(=O)c1ccco1,7,-4,i,nt,0.6,0.6,0,34,2,-11
CC(C)(C)N(Cc1ccccc1)C(=O)COC(=O)C1CCCCC1,23,nt,i,0.4,0.0,2.0,-4,nt,23,-12
CCOc1ccc2nc(SCC(=O)NCC3CCCO3)sc2c1 (stereo not drawn),7,nt,i,1.1,-1.2,0.1,-6,nt,7,-4
COc1ccc(S(=O)(=O)N(C)c2ccccc2)c2cccnc12,-6,-1,-0.2,0.7,-2.1,-0.5,1,17,8,-10
OC(c1cccc(Cl)c1)c1nc(-c2ccc(F)c(Cl)c2)cs1 (stereo not drawn),-2,nt,i,-0.2,0.0,nt,-5,nt,0,nt
CCOc1ccc(/C(O)=C2/C(=O)C(=O)N(c3ccccn3)C2c2ccc(Cl)cc2)c(C)c1 (stereo not drawn),31,9,i,-1.1,2.1,9.3,-14,10,5,nt
CCn1cc(C(=O)OCC(=O)Nc2cc(S(=O)(=O)N(C)C)ccc2C)c(=O)c2ccc(C)nc21,-2,-9,nt,nt,-0.5,1.9,-3,43,0,2
COC(=O)c1sccc1NC(=O)/C=C/C(=O)O,-2,2,i,nt,0.1,-0.2,1,32,-1,-8
CCCCN(C)C(=O)C1CCN(Cc2cccc(OCc3ccccc3)c2)CC1,25,-1,i,0.3,-5.7,-0.3,-8,11,-6,0
COc1ccc(C(=O)N2CCC(=O)N(C(CO)Cc3ccccc3)CC2)cc1 (stereo not drawn),-5,-1,2.4,-0.5,0.9,-1.8,-8,-4,2,-36
NNC(=O)c1cccc(COc2ccc(Br)cc2)c1,3,5,-0.4,nt,0.1,-1.1,-1,15,8,-10
CCN(CC(=O)Nc1c(F)cccc1F)C(=O)CCNC(=O)c1ccco1,2,nt,-0.7,-2.1,2.8,1.1,-3,nt,-3,-3
COC(=O)CNC(=O)CN1C(=O)N(c2ccccc2)C(N(O)C(=O)Nc2ccccc2)C1(C)C (stereo not drawn),-12,-1,i,nt,1.3,1.2,3,-8,7,-20
CCOC(=O)C1=C(c2ccccc2)N=c2s/c(=C\c3cc(OC)c(OC)c(OC)c3)c(=O)n2C1c1cccs1 (stereo not drawn),0,-1,4.8,nt,41*,-2.3,34*,21,-15,nt
COc1ccccc1OCC(=O)O/N=C(\N)c1ccccn1,-3,-3,-0.3,0.5,-0.9,-0.9,-19,4,-8,i
COc1cc2c(cc1OC)CN(C(=O)/C=C/c1ccc(F)cc1)CC2,22,-1,-0.2,-0.6,-2.1,4.5,-1,20,3,9

The list goes on:
smiles,Yp Topo-I inh,3CLpro inhibitor,Vc quorum ag,TcdB inh,BoNT A protease,PfHsp40 yeast,Anthrax LF prot,VHR inh abs,CCHF vOTU inh,SSB-PriA inh
COC(=O)c1[nH]c2ccc(F)cc2c1NC(=O)CCN1CCN(Cc2ccc3c(c2)OCO3)CC1,3,1,nt,nt,0.1,0.5,0,21,9,13
CCOc1ccc(CCNC(=O)C(C)n2nc(C)n3c(cc4occc43)c2=O)cc1OCC (stereo not drawn),6,1,i,nt,0.1,1.9,-1,22,12,-17
Cc1ccnc(NC(=O)CCC(=O)N(CC(=O)NC2CCCCC2)Cc2cccs2)c1,-16,1,-1.4,1.2,0.2,0.1,-3,12,-12,7
CC(NC(=O)c1cc2ccccc2oc1=O)c1ccc(O)cc1 (stereo not drawn),9,-5,-2.2,-1.2,-0.3,0.1,-10,31,-6,-14
Cc1ccc(Nc2cccc(C(F)(F)F)c2)nn1,-2,nt,-0.3,6.5,-0.5,2.4,0,nt,2,-10
Cc1ccc2c(CN3CC(C)CC(C)C3)cc(=O)oc2c1C (stereo not drawn),0,-3,i,-0.7,-0.2,1.5,0,6,4,2
Nc1nc(N)c(Cc2ccc(Cl)cc2Cl)c(N)n1,-1,3,-3.2,0.5,0.4,3.1,0,30,6,-9
CC1(C)CCN(Cc2ccccc2)C1CC#N (stereo not drawn),13,2,-0.3,nt,1.1,-0.7,10,-18,-38,2
O=C(COc1ccc(Cl)cc1)NNC(=O)C(=O)N1CCCCC1,0,0,-0.5,nt,0.9,0.2,3,10,-2,-23
CC1CC(C)CN(C(=O)CSc2nc3ccsc3c(=O)n2Cc2ccccn2)C1 (stereo not drawn),18,2,-0.4,nt,0.5,-0.2,-2,21,11,0
CN(C)c1ccc(/C=N/Nc2cc(N3CCOCC3)nc(N3CCOCC3)n2)cc1,-5,1,-0.1,1.5,-1.4,0.3,-5,31,-10,nt
C[C@@H]1CN([C@@H](C)CO)S(=O)(=O)c2ccc(C#CC3CCCCC3)cc2O[C@@H]1CN(C)Cc1cccnc1,19,nt,1.1,0.7&-0.3&-0.7,-0.3,nt,-3,nt,5,nt
O=C(Cc1ccc(Br)cc1)N1CCOCC1,-4,-3,i,0.0,2.4,36*,17,18,-13,-8
O=C(CN1CCOCC1)Nc1scc2c1c(=O)oc1ccccc12,-3,5,-0.6,0.5,-4.8,nt,?,12,-17,-10
O=c1[nH]n(-c2ccc(Cl)cc2)c(=O)c(Cl)c1Cl,2,-2,i,nt,?,1.1,0,14,-1,7
